Screening data as filed in PubChem.
TRAIL sens C8 – sensitizes caspase-8 expressing cells to TRAIL. NB7+C8 cells + TRAIL, ATPlite viability luminescence. inhibition (viability loss, TRAIL sensitization), % at 10 µM. 360,000 tested, 1% active;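 active = compounds causing at least 50% loss of cell viability in the single-dose screen, relative to plate controls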
TWEAK-Fn14 inh – TWEAK-Fn14 signaling inhibition; 360,000 tested, 2% active; inhibition, % at 10 µM; TWEAK-stimulated Fn14 reporter cells, luciferase luminescence, 8 h; in the data active = inhibition above about 50%
SRC1 inh – human NCOA1 inhibition. HEK293 GAL4-SRC1 luciferase reporter, luminescence. Q15788. AID 588354. inhibition, % at 3.6 µM. 360,000 tested, 0.12% active;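 active = inhibition above the campaign mean plus 3 SD, with each screening campaign given its own cutoff, cut at about 60% in these data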;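 note: 0% = DMSO treated cells and 100% = gossypol at 36 µM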
Shn3 3UTR inh – Schnurri-3 reporter inhibition in Clone20 osteoblasts; AID 588674; 360,000 tested, 0.52% active; Clone20 osteoblast Shn3 3'UTR firefly luciferase, 24 h; inhibition, % at 12.5 µM;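 active = mean inhibition of at least 75% with every replicate also reaching 75%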;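 note: 0% = median of neutral control wells and 100% = pilot-screen positive control compound; some compounds past the cut are filed as inactive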
CF NFkB inh – inhibitors of cystic fibrosis induced NF-kB; AID 588850; 360,000 tested, 0.86% active; KKLEB NF-kB-GFP reporter, PAF-induced, GFP fluorescence overnight; inhibition, % at 5 µM;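 active = at least 50% inhibition at 5 µM, scaled per plate between neutral and stimulator controls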;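 note: PAF is a Pseudomonas aeruginosa culture filtrate used as stimulus; plate controls were PAF-stimulated DMSO wells for no effect and unstimulated DMSO wells for full effect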
TROY NFkB inh – blocks TROY-dependent signaling in reporter cells; Q293 LMP1-TROYcd NF-kB luciferase reporter, 4 h; inhibition, % at 10 µM; 360,000 tested, 0.98% active; AID 1347056;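 active = compounds whose plate-normalised and pattern-corrected inhibition of the luciferase reporter signal at the single screening dose is 50% or more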
NR5A2 inv ag – NR5A2 inverse agonism in reporter assay; O00482; HEK293T StAR-luciferase reporter, LRH-1 transfected, 24 h; inhibition, % at 3.6 µM; 360,000 tested, 0.13% active;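 active = inhibition above the mean inhibition of all tested compounds plus 3 SD, cut at about 73% in these data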;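 note: 0% = DMSO wells and 100% = reporter-only cells lacking LRH-1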
KKLEB cytotox – reduces viability of KKLEB cystic fibrosis airway cells | activity change (cytotoxicity), % at 5 µM | 360,000 tested, 0.36% active | KKLEB CF airway cells viability, ATPlite luminescence, overnight; active compounds read low; cells stimulated with P. aeruginosa culture filtrate;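 active = corrected activity change at or below -50% at 5 µM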
SRC3 inh – inhibitors of human steroid receptor coactivator 3 (SRC3). Q9Y6Q9. HEK293 GAL4-SRC3 luciferase reporter, luminescence. inhibition, % at 3.6 µM. 360,000 tested, 0.17% active. AID 588352;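 active = inhibition above a per-campaign cutoff, the mean of all compounds plus 3 SD, cut at about 60% in these data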;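 note: 0% = DMSO-treated cells and 100% = gossypol-treated cells at 36 µM; higher means less SRC3-driven luciferase light from the GAL4 reporter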
Target sequence (Q9Y6Q9 whole entry, looked up, the tested form may be a part): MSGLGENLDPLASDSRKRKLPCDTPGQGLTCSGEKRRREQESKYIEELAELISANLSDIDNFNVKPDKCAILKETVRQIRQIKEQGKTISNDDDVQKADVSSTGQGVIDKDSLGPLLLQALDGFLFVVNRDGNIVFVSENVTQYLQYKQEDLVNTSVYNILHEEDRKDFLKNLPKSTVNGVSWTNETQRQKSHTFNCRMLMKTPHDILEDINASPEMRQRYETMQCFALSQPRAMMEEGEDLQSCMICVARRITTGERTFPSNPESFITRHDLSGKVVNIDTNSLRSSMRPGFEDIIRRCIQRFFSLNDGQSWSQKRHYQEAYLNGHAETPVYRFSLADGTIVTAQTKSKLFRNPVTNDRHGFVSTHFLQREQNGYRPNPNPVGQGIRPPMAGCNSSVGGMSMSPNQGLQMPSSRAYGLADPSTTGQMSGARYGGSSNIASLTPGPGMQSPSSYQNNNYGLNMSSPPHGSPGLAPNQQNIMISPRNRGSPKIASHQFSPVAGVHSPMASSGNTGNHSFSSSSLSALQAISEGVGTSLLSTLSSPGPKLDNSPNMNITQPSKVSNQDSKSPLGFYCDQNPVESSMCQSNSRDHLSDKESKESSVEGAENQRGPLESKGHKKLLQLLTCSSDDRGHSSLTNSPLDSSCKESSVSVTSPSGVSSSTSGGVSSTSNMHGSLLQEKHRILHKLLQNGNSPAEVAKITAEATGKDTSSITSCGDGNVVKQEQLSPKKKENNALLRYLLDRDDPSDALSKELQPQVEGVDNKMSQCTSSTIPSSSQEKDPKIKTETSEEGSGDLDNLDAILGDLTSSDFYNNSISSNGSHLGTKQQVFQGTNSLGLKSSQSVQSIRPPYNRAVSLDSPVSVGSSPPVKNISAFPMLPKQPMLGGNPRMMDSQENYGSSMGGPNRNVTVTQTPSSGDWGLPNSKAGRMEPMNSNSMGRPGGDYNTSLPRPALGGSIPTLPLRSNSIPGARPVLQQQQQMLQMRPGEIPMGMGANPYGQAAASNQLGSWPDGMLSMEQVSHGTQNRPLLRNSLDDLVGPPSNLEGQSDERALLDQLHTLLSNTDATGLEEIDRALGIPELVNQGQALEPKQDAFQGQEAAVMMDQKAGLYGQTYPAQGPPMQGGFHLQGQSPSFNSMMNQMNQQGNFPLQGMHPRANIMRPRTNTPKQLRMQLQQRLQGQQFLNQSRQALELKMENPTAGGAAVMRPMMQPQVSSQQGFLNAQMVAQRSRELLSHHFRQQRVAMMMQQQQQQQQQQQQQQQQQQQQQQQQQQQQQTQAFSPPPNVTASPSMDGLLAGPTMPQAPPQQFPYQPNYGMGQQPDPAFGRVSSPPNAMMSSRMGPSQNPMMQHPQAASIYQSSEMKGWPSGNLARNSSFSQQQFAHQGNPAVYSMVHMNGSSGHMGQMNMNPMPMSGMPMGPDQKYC
LMP1 NFkB inh – reduces LMP1-driven NF-kappaB luciferase signal | LMP1-induced NF-kappaB luciferase reporter cells, luminescence | inhibition, % at 12.5 µM | 350,000 tested, 0.69% active; in the data active = inhibition above about 41%;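 note: 0% = neutral control wells and 100% = reference inhibitor control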
COUP-TFII inh – NR2F2 (human) inhibition, primary screen; P24468; HEK293T NGFI-A luciferase reporter, luminescence; inhibition, % at 8.6 µM; 370,000 tested, 0.7% active; AID 686940;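 active = inhibition above a per-plate cutoff, mean inhibition of test wells between control levels plus 3 SD, cut at about 38% in these data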;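 note: cells cotransfected with COUP-TFII expression vector driving the NGFI-A reporter; 0% = median of COUP-TF2 test wells and 100% = reporter-only cells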
* marks the source's active call; other numbers are inactive results; . = not tested or not shown.

SMILES	TRAIL sens C8	TWEAK-Fn14 inh	SRC1 inh	Shn3 3UTR inh	CF NFkB inh	TROY NFkB inh	NR5A2 inv ag	KKLEB cytotox	SRC3 inh	LMP1 NFkB inh	COUP-TFII inh
CC(=O)Nc1ccc(NC(=O)/C=C/c2ccccc2)cc1	-11	-2	-17	8	8	-49	-9	-16	-25	-4	-13
COCCNC(=O)CSc1nc(-c2ccc(OC)c(OC)c2)cc(C(F)(F)F)n1	10	-20	19	-8	25	-4	-1	-16	13	3	3
C[C@]12CC[C@H](O)CC1=CCC1C2CC[C@@]2(C)C1CC[C@@H]2NC(=O)CCC(=O)O (stereo not given in full)	-7	4	-6	-24	-18	-4	5	3	-5	-2	3
COC(=O)c1c(NC(=O)C(C)(C)C)sc2c1C(C(=O)OC)CC2 (stereo not given)	16	-29	1	3	8	-5	-1	0	11	3	-3
O=C(c1ccccc1)c1ccc(N2CCOCC2)c(F)c1	12	-27	-77	-98	6	-34	-118	-3	-51	-28	-69
COc1ccc(S(=O)(=O)NCc2ccncc2)cc1OC	-17	12	7	53	5	16	18	-3	12	11	23
Cc1c(C(=O)Nc2ccccc2C(=O)N2CCOCC2)cccc1[N+](=O)[O-]	-5	7	5	8	2	7	11	10	24	1	4
CCOc1cc(NC(=O)C2CCCCC2)c(OCC)cc1NC(=O)c1ccccn1	0	10	-22	6	-14	-15	-9	15	-9	-48	-7
Cc1ccc(OCCCC(=O)N2CCOCC2)cc1	8	-22	-21	-17	-2	3	-25	9	-32	-10	-6
CC1(C)Cc2c(c(N3CCOCC3)nc3sc4c(NCCN5CCOCC5)nnnc4c23)CS1	35	2	-4	26	31	-17	6	-15	6	-17	-2
CCOC(=O)CSC1=C(C#N)C(c2sccc2C)CC(=O)N1 (stereo not given)	10	15	9	17	19	19	6	-6	16	15	-4
Cc1ccc(CN(C)C(=O)CN2C(=O)NC(c3ccccc3)(c3ccccc3)C2=O)c(C)c1	0	-4	-5	17	-24	17	-7	6	-14	1	-19
O=C(c1ccco1)N1CCCC(N2CCN(c3ccccc3F)CC2)C1 (stereo not given)	-1	-2	-9	-13	-2	9	-9	0	-2	-5	7
Cc1csc(NC(=O)CSCC(=O)Nc2ccccc2)n1	10	2	3	4	2	4	7	4	10	5	13
CC1CCc2c(sc3ncn(Cc4ccc(C(=O)O)cc4)c(=O)c23)C1 (stereo not given)	0	-7	-31	-39	-9	-40	-9	1	-10	-3	3

3 structures from above, ordered by molecular weight, low to high:
SMILES	TRAIL sens C8	TWEAK-Fn14 inh	SRC1 inh	Shn3 3UTR inh	CF NFkB inh	TROY NFkB inh	NR5A2 inv ag	KKLEB cytotox	SRC3 inh	LMP1 NFkB inh	COUP-TFII inh
O=C(c1ccco1)N1CCCC(N2CCN(c3ccccc3F)CC2)C1 (stereo not given)	-1	-2	-9	-13	-2	9	-9	0	-2	-5	7
CCOc1cc(NC(=O)C2CCCCC2)c(OCC)cc1NC(=O)c1ccccn1	0	10	-22	6	-14	-15	-9	15	-9	-48	-7
COCCNC(=O)CSc1nc(-c2ccc(OC)c(OC)c2)cc(C(F)(F)F)n1	10	-20	19	-8	25	-4	-1	-16	13	3	3

Only KKLEB cytotox and TRAIL sens C8, for some of the entries so far:
SMILES,KKLEB cytotox,TRAIL sens C8
CCOc1cc(NC(=O)C2CCCCC2)c(OCC)cc1NC(=O)c1ccccn1,15,0
CC(=O)Nc1ccc(NC(=O)/C=C/c2ccccc2)cc1,-16,-11
Cc1ccc(CN(C)C(=O)CN2C(=O)NC(c3ccccc3)(c3ccccc3)C2=O)c(C)c1,6,0

Further entries follow:
SMILES	TRAIL sens C8	TWEAK-Fn14 inh	SRC1 inh	Shn3 3UTR inh	CF NFkB inh	TROY NFkB inh	NR5A2 inv ag	KKLEB cytotox	SRC3 inh	LMP1 NFkB inh	COUP-TFII inh
COc1ccc(C)cc1S(=O)(=O)N1CCN(C(=O)c2ncoc2-c2ccccc2C)CC1	3	3	-2	14	-1	0	4	5	-5	0	12
O=C(c1nc2nc(-c3ccccc3)cc(C(F)(F)F)n2n1)N1CCOCC1	-10	2	-12	2	-4	-3	6	-5	-2	2	5
COc1cccc(/C=N/Nc2snc(SC)c2C#N)c1O	47	75*	-24	-9	14	42	-78	-10	0	-6	10
Cc1cc(C)c(NC(=O)CSc2nnc(CN3CCOCC3)n2C)c(C)c1	3	7	-13	-26	2	5	-14	0	7	1	-2
COc1ccc(NC(=O)c2nc[nH]c2C(=O)NCc2ccccc2)cc1	-4	6	-1	16	12	-1	7	9	1	3	-14
Cc1ccc2c(CN3CCN(c4ccccc4)CC3)cc(=O)oc2c1	11	-86	-3	-10	-8	0	-6	-3	-16	.	-4
Cc1cc(-c2ccccc2)[nH]c(=O)c1C#N	2	-1	7	5	-16	-11	-3	4	-5	2	-2
COC(=O)/C=C1\S/C(=N/N=C/c2ccccc2)NC1=O	2	-9	2	4	3	-44	-13	3	-7	-7	21
C#CCOCCOCCOCCNc1nc(N2CCN(C(=O)[C@H](C(C)C)n3cc(CCO)nn3)CC2)nc(N2CCN(C(=O)[C@H](C(C)C)n3cc(CCO)nn3)CC2)n1	2	9	-3	4	-2	3	-3	-10	-6	-6	11
CCCCN(C)C(=O)CNC(=O)c1nn(-c2ccc(OC)cc2OC)c(=O)c2ccccc12	6	4	-4	8	-14	-15	-21	8	-24	-10	3
CCN1/C(=C2\SC(=S)N(Cc3ccccc3)C2=O)Sc2ccccc21	13	-1	-2	1	-4	11	-14	2	-9	-3	5
CCCCC(=O)N(C)c1c(C)nc2ccc(C(=O)N3CCN(c4ccccc4)CC3)cn12	-12	-9	6	-23	1	-4	7	4	-8	.	11
CCN(CC)CCn1c(=N)n(CC(=O)c2ccc(C)cc2)c2ccccc21	14	-16	-18	-14	-5	7	9	-6	-13	-13	-2
COc1ccc(CCNC(=O)c2cc3c(=O)n4ccccc4nc3n(CC3CCCO3)c2=N)cc1OC (stereo not given)	4	-7	-5	11	-34	-4	13	-9	9	9	-6
Cn1c(SCC(=O)N2CCCC2)nc2ccccc2c1=O	6	13	-1	8	0	-7	3	-3	1	0	-2
CCOC(=O)C1CCN(c2c(NCCN(CC)c3ccccc3)c(=O)c2=O)CC1	-10	-2	4	2	13	7	23	-8	10	-2	8
COc1cccc(Nc2ncnc3sccc23)c1	9	-10	-43	-72	19	-32	-70	-11	-53	-18	-48
COc1ccc(CCC(=O)Nc2ncc(C)s2)cc1OC	4	-10	21	-12	-5	6	-22	13	-1	-7	12
CCCC(C(=O)NCc1ccco1)N(C(=O)CNS(=O)(=O)c1ccccc1)C1CCCC1 (stereo not given)	-25	14	9	3	10	13	0	-2	-18	1	3
COc1cccc(C2/C(=C(\O)c3ccc(OC)c(OC)c3)C(=O)C(=O)N2c2cc(C)on2)c1 (stereo not given)	-1	-14	0	-18	-14	-10	-3	8	2	1	8
COc1cc(NS(=O)(=O)c2ccc(N/C=C\C(=O)c3ccc(F)cc3)cc2)nc(OC)n1	-5	14	-2	-6	-7	-20	-91	8	17	-1	-8
Cc1ccc(C2=NOC(=O)/C2=C\c2ccc(C)o2)cc1	4	6	-25	-30	0	-29	-6	-4	6	1	-7
O=C1CN(C(=O)CN2CCCC2)C(c2ccccc2)c2cc(Br)ccc2N1 (stereo not given)	-24	-6	-13	-15	7	-2	-4	-7	-13	1	-4
O=C(Nc1ccc2c(c1)OCO2)c1cccc(Cl)c1	17	-15	-80	-86	11	-91	-130	-8	-51	-39	-31
O=C(NCc1ccc2c(c1)OCO2)C12CN(Cc3ccccc3)CC1C(c1cccc([N+](=O)[O-])c1)=NO2 (stereo not given)	-5	-12	10	3	-3	2	28	3	12	6	18
CN(/N=C/c1cc(Br)cc(Br)c1O)c1cccc(C(F)(F)F)n1	19	20	-5	9	46	23	4	-12	-8	6	9
CC(C)OCCCNC(=O)c1ccc(NS(C)(=O)=O)cc1	-12	-3	-2	4	-10	-11	-10	11	-1	-3	0
N#Cc1c(NC(=O)c2cnccn2)sc2c1CCCC2	14	0	-96	-84	-9	-63	-97	-18	-65	-15	-22
Cc1ccn2cc(C(=O)Nc3ccc4c(c3)OCCO4)nc2c1	62*	62*	-64	-3	9	49	-130	0	-39	7	-32
COC(=O)C1=C(N)Oc2cc(C)[nH]c(=O)c2C1c1ccc(Cl)cc1 (stereo not given)	5	12	8	17	-7	-1	-4	2	10	0	1
CC(=O)Nc1ccc(Nc2ncnc3c2cnn3-c2cccc(C)c2)cc1	-15	-5	3	-24	8	2	-10	8	0	-5	-28
COCCN(C(=O)COC(=O)CCc1ccc(OC)cc1)c1c(N)n(Cc2ccccc2)c(=O)[nH]c1=O	-9	-6	17	4	-2	20	-7	-14	-33	1	-15
Cc1cc(C)n2nc(C(=O)N/N=C/c3c4ccccc4cc4ccccc34)nc2n1	-5	44	-21	4	-22	-12	2	-5	9	2	1
O=[N+]([O-])c1ccc(N/N=C2/CCCCC2c2ccccn2)cc1 (stereo not given)	1	-7	1	-12	-11	-9	-12	4	8	-12	-10
O=C(O)CSc1nnc(Cn2c(=O)sc3ccccc32)n1-c1cccc(Cl)c1	4	12	-1	-8	-10	9	-11	-14	-4	-2	.
CC(C)C(C(=O)Nc1nccs1)N1C(=O)c2ccccc2C1=O (stereo not given)	-4	-74	2	6	-3	9	9	3	20	-6	-10
COc1ccc(/C=C/C(=O)c2ccccc2)cc1COc1ccc(F)cc1	22	8	8	9	-1	-39	32	-8	5	-37	19
CCn1ncc(Br)c1C(=O)Nc1ccc(F)cc1F	-3	7	-6	-7	5	3	-11	2	3	-7	-2

For convenience, some entries already given.
SMILES	TRAIL sens C8	TWEAK-Fn14 inh	SRC1 inh	Shn3 3UTR inh	CF NFkB inh	TROY NFkB inh	NR5A2 inv ag	KKLEB cytotox	SRC3 inh	LMP1 NFkB inh	COUP-TFII inh
CC(=O)Nc1ccc(Nc2ncnc3c2cnn3-c2cccc(C)c2)cc1	-15	-5	3	-24	8	2	-10	8	0	-5	-28
COCCN(C(=O)COC(=O)CCc1ccc(OC)cc1)c1c(N)n(Cc2ccccc2)c(=O)[nH]c1=O	-9	-6	17	4	-2	20	-7	-14	-33	1	-15
Cc1cc(C)n2nc(C(=O)N/N=C/c3c4ccccc4cc4ccccc34)nc2n1	-5	44	-21	4	-22	-12	2	-5	9	2	1
O=[N+]([O-])c1ccc(N/N=C2/CCCCC2c2ccccn2)cc1 (stereo not given)	1	-7	1	-12	-11	-9	-12	4	8	-12	-10
O=C(O)CSc1nnc(Cn2c(=O)sc3ccccc32)n1-c1cccc(Cl)c1	4	12	-1	-8	-10	9	-11	-14	-4	-2	.

Some of the compounds tested; count on the stated rates, not on these rows.
